KOR beta-arrestin-1: kappa opioid receptor blockers – cell-based, luminescence, uHTS (AID 1778); KOR beta-arrestin recruitment, luminescence, antagonist mode; higher % means a stronger effect; inhibition, % at 10 µM, or IC50 in µM where a hit was titrated; 290,000 compounds, 0.091% hits; note: strong numbers were not always called active
KOR beta-arrestin-2: KOR agonists, beta-arrestin recruitment, primary screen, cell-based, luminescence, uHTS (AID 1777); activation, % at 10 µM; hits with a dose series show EC50 in µM; 280,000 compounds, 0.02% hits; KOR beta-arrestin recruitment, luminescence; higher % means a stronger effect; in the data active = activation above about 50%, passing the limit was not always enough; note: a part of the inactive calls stands beside numbers as strong as those of hits
GPR55 antagonists: GPR55 antagonists blocking LPI-driven arrestin recruitment, primary screen, imaging, U2OS, beta-arrestin-GFP, LPI agonist (AID 2013); 290,000 compounds, 0.13% hits; U2OS GPR55 beta-arrestin-GFP translocation imaging, LPI antagonism; higher % means a stronger effect; inhibition, % at 10 µM; hits with a dose series show IC50 in µM;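 active = spots per cell inhibited over 60%, with over 100 cells counted and total cytoplasm intensity under 500,000; inconclusive = wells with under 100 cells, flagged as likely toxic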;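 note: U2OS cells stably carrying GPR55 and arrestin-GFP stimulated by 5 µM LPI near EC80; imaged beta-arrestin-GFP aggregate spots per cell after agonist stimulation; plate controls were LPI-stimulated DMSO wells for no effect and DMSO wells without LPI for full effect; some results filed as inactive read as strong as hits; confirmed hits need IC50 under 10 µM and bright autofluorescent wells are also inconclusive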
GPR55 activation: GPR55 agonists via beta-arrestin recruitment, primary screen, imaging, U2OS cells, beta-arrestin-GFP redistribution (AID 1961). 290,000 compounds, 0.048% hits. activation, % at 10 µM, or EC50 in µM where a hit was titrated. U2OS GPR55 beta-arrestin-GFP redistribution imaging; higher % means a stronger effect;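 active = activation above 40% with more than 50 cells counted in the well; inconclusive = wells holding fewer than 50 cells, flagged as toxic or sparse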;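 note: U2OS osteosarcoma cells stably expressing GPR55 and beta-arrestin-GFP; plate controls were DMSO negative control for no effect and LPI positive control for full effect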
NOD2 inhibition: inhibition of NOD2-driven NF-kB reporter – cell-based, luminescence, uHTS, HEK293 (AID 1566). HEK293 NOD2/NF-kB luciferase reporter, luminescence; higher % means a stronger effect. one-dose inhibition, % at 4 µM; EC50 in µM for titrated hits. 290,000 compounds, 0.63% hits; note: many of its hits are not listed in these tables
HIV peptide binding: inhibitors of HIV fusion peptide binding, primary screen, biochemical, uHTS, fluorescence dequenching (AID 1986); cell-free peptide binding, fluorescence dequenching, 30 min; higher % means a stronger effect; one-dose inhibition, % at 20 µM; IC50 in µM for titrated hits; 290,000 compounds, 0.3% hits; in the data active = inhibition mostly above about 52%, no sharp cut-off; inactive = mostly below about 76%; note: some results filed as inactive read as strong as hits
Large T inhibition: TAg ATPase/helicase activity blockers – biochemical (AID 1903). SV40 large T antigen ATPase/helicase inhibition assay; higher % means a stronger effect. inhibition, % at 20 µM; hits with a dose series show IC50 in µM. 310,000 compounds, 0.39% hits; in the data active = a potency from the dose series; inconclusive = inhibition mostly from about 32% at the one dose, without a potency; inactive = the rest, 99 in 100 with inhibition below about 32%; note: strong numbers were not always called active
MgcRacGAP inhibition: MgcRacGAP GTPase-activating activity inhibitors, confirmation, biochemical, ADP Hunter fluorescence; MgcRacGAP-stimulated Rac1 GTP hydrolysis, ADP Hunter fluorescence; higher % means a stronger effect; GST-tagged Rac1 F28L mutant substrate; inhibition, % at 30 µM; hits with a dose series show IC50 in µM; 340,000 compounds, 0.6% hits;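 active = first-screen hits whose inhibition reached a set limit at any dose in the follow-up dose series; inconclusive = inhibition above the set first-screen limit but never retested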;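 note: fluorescence reports GDP produced by GAP-driven GTP hydrolysis; strong numbers were not always called active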
NOD1 NF-kB reporter: inhibition of NOD1-driven NF-kB reporter – cell-based, luminescence, uHTS, primary screen (AID 1578); NOD1-driven NF-kB luciferase reporter cells, luminescence; higher % means a stronger effect; inhibition, % at 4 µM, or EC50 in µM where a hit was titrated; 290,000 compounds, 1% hits; in the data active = inhibition mostly above about 36%, no sharp cut-off; inactive = mostly below about 34%;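 note: HEK-293T reporter cells stimulated with the NOD1 agonist gamma-tri-DAP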
The depositor's hits bear a star; ? = inconclusive; . = not tested or not shown; [ ] = remark or other dose. Cut-off read from the data, not from the text of the source, unless noted: active = inhibition above about 50%; inactive = the rest. This is a subset; the hit share may differ from the screen's.

SMILES	KOR beta-arrestin-1	KOR beta-arrestin-2	GPR55 antagonists	GPR55 activation	NOD2 inhibition	HIV peptide binding	Large T inhibition	MgcRacGAP inhibition	NOD1 NF-kB reporter
Cc1ccc(-n2c(C)c(C)c3c(N)ncnc32)cc1	-6%	-1.9%	-15%	0.2%	-3%	-1.0%	19%	-2%	-3%
COc1ccccc1N1CC(C(=O)Nc2ccc(S(=O)(=O)N3CCOCC3)cc2)CC1=O (configuration not stated)	12%	-2.7%	-4%	-0.1%	11%	0.0%	2%	7%	8%
O=S(=O)(Nc1ccc(Cl)nn1)c1ccccc1	-20%	-0.7%	9%	-0.1%	-2%	0.6%	-7%	-8%	-60%
CC1CCc2c(nc3ncnn3c2N2CCN(c3ccccc3F)CC2)C1 (configuration not stated)	-20%	5.1%	-8%	0.1%	-8%	1.7%	.	4%	7%
CSc1ccc(/C=C2/C(=N)N3N=C(CC(=O)N4CCCC4)SC3=NC2=O)cc1	-35%	14%	0%	-0.2%	4%	15%	12%	11%	-10%
C=CCNC(=O)CSc1nc2sccc2c(=O)n1-c1ccccc1	-49%	-2.0%	15%	-0.2%	5%	2.3%	6%	10%	-38%
COC(=O)c1c(NC(=O)c2ccccc2[N+](=O)[O-])sc2c1CC(C)(C)NC2(C)C	-19%	9.6%	2%	-0.1%	-4%	3.4%	4%	5%	-11%
Cc1ccc(OCCC(=O)OCC(=O)Nc2cc(S(=O)(=O)N(C)C)ccc2C)cc1	-7%	1.1%	1%	-0.2%	2%	-0.4%	9%	5%	-21%
CN(C)S(=O)(=O)c1ccc(NC(=O)c2ccncc2)cc1	-6%[20 µM]	-5.8%	-8%	0.1%	22%	0.2%	-10%	5%	-12%
Cc1ccc(S(=O)(=O)c2cc3c(=O)n4ccccc4nc3n(Cc3ccco3)c2=N)cc1C	-25%	3.0%	5%	0.2%	-4%	54%	12%	.	18%
CCN1CCCC1CNC(=O)Cn1cnc2ccc(S(=O)(=O)N3CCC(C)CC3)cc2c1=O (configuration not stated)	-8%	-1.6%	-4%	-0.2%	5%	0.1%	3%	7%	-20%
COC(=O)c1ccccc1NC(=O)CN(Cc1ccccc1)S(C)(=O)=O	34%	1.3%	-2%	-0.1%	-13%	-0.9%	7%	4%	-17%
O=C(NCCCn1cccn1)C1CCC(=O)N(Cc2cccc(C(F)(F)F)c2)C1 (configuration not stated)	-19%	2.0%	2%	-0.2%	-3%	0.1%	5%	2%	-27%
C=CCN1C(=O)C2(OCCCO2)c2ccccc21	-23%[20 µM]	-0.9%	19%	-0.1%	-8%	-2.3%	9%	12%	45%
Cc1[nH]c2ccccc2c1C(=O)CSc1nc2ccccc2c(=O)n1CCCN1CCOCC1	13%	0.8%	-7%	0.3%	22%	-1.6%	-2%	11%	9%
CC(C)C(C)NC(=O)COc1ccc(-c2ccccc2)cc1 (configuration not stated)	-26%	3.4%	11%	0.3%	8%	-0.9%	14%	19%	-3%
CC(C)c1ccc(NC(=O)C2CC2c2ccccc2)cc1 (configuration not stated)	8%[20 µM]	-3.0%	-7%	-0.1%	9%	-1.6%	14%	9%	-24%
COc1cc(NC(=O)Nc2ccc(Cl)c(Cl)c2)c(C(=O)O)cc1OC	-12%	0.0%	-10%	-0.2%	-10%	34%	7%	10%	-6%
O=C(NCCc1ccc(Cl)cc1)C1CCN(S(=O)(=O)N2CCC3(CC2)OCCO3)CC1	10%	-3.0%	5%	0.0%	16%	-2.0%	2%	6%	-11%
CCOC(=O)c1cc2sccc2n1CC(=O)N1CCN(C(=O)c2ccco2)CC1	1%	7.2%	-4%	-0.2%	5%	1.7%	6%	4%	-14%
CC1CC(C)CN(S(=O)(=O)c2cccc(C(=O)N3C(=O)c4cccc(N)c4C3=O)c2)C1 (configuration not stated)	0%	-3.8%	-8%	-0.1%	1%	0.7%	22%	8%	-6%
COc1ccc(N2C(=O)C3CCCN3C2c2ccc(C)cc2)cc1Cl (configuration not stated)	-23%	0.1%	-1%	0.5%	-1%	2.5%	7%	-6%	6%
Cc1ccc(-n2cc(CNCCCn3ccnc3C)c(-c3ccc(F)cc3)n2)cc1	-62%	0.3%	-2%	0.0%	8%	0.7%	9%	12%	-43%
CC(Nc1nc(-c2ccc3c(c2)NC(=O)CO3)cs1)c1ccccc1 (configuration not stated)	-18%	8.5%	4%	0.7%	-1%	1.4%	17%	7%	-8%
CC(C)c1ccccc1OCCNS(C)(=O)=O	-29%	-7.3%	-3%	-0.2%	17%	-2.8%	8%	13%	9%
CC12C(=O)N(n3cnnc3)C(=O)C1C1C=CC2C1 (configuration not stated)	10%	-2.2%	9%	0.0%	1%	-0.5%	7%	6%	-16%
Cc1cccc2cc(CN(CC3CCCO3)S(=O)(=O)c3ccccc3)c3nnnn3c12 (configuration not stated)	17%	0.9%	-20%	0.2%	10%	-0.4%	.	.	-10%
O=C(NC(Cc1c[nH]c2ccccc12)C(=O)N1CCOCC1)c1cccs1 (configuration not stated)	6%	-0.4%	11%	-0.8%	9%	-1.5%	11%	7%	-33%
CCOc1ccc(C2Nc3ccccc3NC3=C2C(=O)CC(C)(C)C3)cc1OC (configuration not stated)	-28%[20 µM]	-8.5%	-2%	-0.3%	0%	-0.7%	8%	13%	-24%
O=[N+]([O-])c1ccccc1/C=C/C=N/N1CCCCC1	-4%	-2.4%	3%	-0.6%	-68%	-2.5%	5%	5%	-41%
CC(=O)Cn1c(=O)c2c(nc3n2CCCN3Cc2ccccc2)n(C)c1=O	-48%	0.9%	5%	-0.2%	-18%	-1.2%	7%	8%	-22%
Cc1ccc(C(=O)CCC(=O)N2CCC(C(N)=O)CC2)cc1	-3%	-5.4%	2%	-0.2%	16%	0.7%	6%	5%	-40%
COc1ccccc1NC(=O)/C=C/c1ccc(OC)c(S(=O)(=O)N2CCOCC2)c1	-3%	3.1%	6%	-0.4%	14%	-1.0%	5%	0%	-9%
CCc1cccc(C)c1NC(=O)Cn1c(NCCO)nc2ccccc21	.	.	3%	0.1%	-7%	1.5%	24%	5%	-9%
COCCSc1ccccc1C(=O)N1CCc2ccccc2C1	12%[20 µM]	-5.2%	10%	-0.1%	3%	-0.5%	9%	9%	-9%
O=C(N/C(=C/c1ccc(Br)cc1)c1nc2ccccc2[nH]1)c1ccco1	-10%	23%	-2%	0.6%	18%	2.8%	1%	13%	1%
CC(C)(C)c1ccccc1NC(=O)Cn1cnc2cc([N+](=O)[O-])ccc2c1=O	9%	0.2%	10%	0.6%	3%	-1.1%	9%	7%	-37%
Cc1cc(C(=O)Nc2ccccc2[N+](=O)[O-])cs1	31%	-1.3%	19%	0.0%	-4%	-1.0%	23%	0%	-61%
CC(C)[C@H](NC(=O)N1CC(=O)Nc2ccccc21)C(=O)N1CCC[C@@H]1C(=O)O	-27%[20 µM]	-3.0%	-4%	-0.2%	14%	1.0%	6%	-2%	34%
Cc1ccccc1-n1c(SCC(=O)N/N=C/c2c(C)nn(-c3ccccc3)c2C)nc2ccccc2c1=O	-5%	5.6%	4%	0.2%	9%	-0.4%	7%	2%	-18%

Next part; the last 3 above are carried over.
SMILES	KOR beta-arrestin-1	KOR beta-arrestin-2	GPR55 antagonists	GPR55 activation	NOD2 inhibition	HIV peptide binding	Large T inhibition	MgcRacGAP inhibition	NOD1 NF-kB reporter
Cc1cc(C(=O)Nc2ccccc2[N+](=O)[O-])cs1	31%	-1.3%	19%	0.0%	-4%	-1.0%	23%	0%	-61%
CC(C)[C@H](NC(=O)N1CC(=O)Nc2ccccc21)C(=O)N1CCC[C@@H]1C(=O)O	-27%[20 µM]	-3.0%	-4%	-0.2%	14%	1.0%	6%	-2%	34%
Cc1ccccc1-n1c(SCC(=O)N/N=C/c2c(C)nn(-c3ccccc3)c2C)nc2ccccc2c1=O	-5%	5.6%	4%	0.2%	9%	-0.4%	7%	2%	-18%
O=C(NC1CCN(Cc2ccccc2)CC1)c1ccccc1OCc1ccccc1	-4%	-5.7%	10%	-0.1%	8%	-0.9%	7%	8%	-4%
O=C(OCCN1CCCC1)C1(c2ccccc2)CCCC1	4%	-2.6%	23%	0.0%	5%	0.4%	13%	15%	-8%
O=C(N/N=C/c1ccc(Cl)cc1)c1cc(-c2cccnc2)nc2ccccc12	-92%	6.6%	-22%	0.6%	-11%	-0.9%	8%	-3%	-12%
CCOC(=O)CSc1ccc2nnc(-c3ccncc3)n2n1	19%	3.6%	-7%	-0.1%	16%	-0.1%	1%	2%	-18%
CCOc1ccc(C(=O)N/N=C/c2cccc3cccnc23)cc1	-14%	3.5%	-1%	-0.1%	6%	1.0%	-4%	8%	6%
CC(C)C(NC(=O)CSc1ccc(Cl)cc1)C(C)C	1%	-0.9%	-15%	-0.1%	5%	-2.2%	-9%	7%	11%
COc1ccccc1N(C(C)=O)c1nc(C)cc(C)c1C#N	7%	-0.8%	5%	-0.3%	13%	2.1%	6%	8%	-33%
Cc1ccc(C)c(NC(=O)C2CC=CCC2C(=O)O)c1 (configuration not stated)	1%	-3.1%	-3%	-0.2%	21%	-2.0%	3%	4%	-2%
Fc1ccc(CN(Cc2ccccc2)C(c2cccs2)c2nnnn2C2CCCCC2)cc1 (configuration not stated)	-28%	3.3%	3%	0.0%	7%	2.8%	-5%	5%	19%
CC(=O)Cc1nsc(NC(=O)c2cccs2)n1	-27%	4.6%	4%	0.3%	-6%	-2.1%	14%	4%	37%
O=C(/C=C/c1ccc(N2CCC(c3ccccc3)=N2)cc1)c1ccccc1	15%	7.7%	?	4.0%	-21%	148%	10%	.	-32%
Cc1oc2c(c1C(=O)Nc1cccc3ccccc13)CCCC2	15%	-3.8%	16%	-0.1%	22%	-0.8%	9%	9%	11%
CN1CCN(c2nc(-c3cccs3)nc3ccccc23)CC1	3%	0.7%	-20%	-0.2%	4%	-0.5%	2%	15%	18%
CCOc1cc2c(cc1OCC)C(C(=O)O)C(c1cc(Br)c(O)c(OC)c1)N(C)C2=O (configuration not stated)	28%	-1.4%	8%	-0.1%	26%	2.7%	2%	1%	5%
Cc1cc(OCC(=O)NCC(O)c2ccccc2)c2c(C)c(C)c(=O)oc2c1 (configuration not stated)	25%	3.2%	12%	-0.1%	16%	-2.2%	-6%	5%	4%
Cc1cc(C)nc(Nc2ccc(C(=O)O)cc2)n1	-38%	12%	-1%	-0.1%	-25%	2.6%	4%	4%	-36%
COc1ccccc1C(=O)O/N=C(\N)c1ccccc1Cl	-31%	1.7%	-3%	-0.3%	12%	1.5%	9%	-9%	27%
COCCn1nnnc1C(c1ccccn1)N1CCN(c2cc(Cl)ccc2C)CC1 (configuration not stated)	-16%	0.1%	1%	0.3%	-1%	3.1%	8%	1%	-11%
